# mABHD4 FP: ABHD4 (mouse) inhibition, primary FP screen; AID 720543; actives 0.54% (n = 370,000); Q8VD66; purified mABHD4, FP-Rh probe fluorescence polarization; inhibition, % at 8.92 µM;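 active = inhibition exceeding the mean over every tested compound plus 3 SD, cut at about 30% in these data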;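 note: 0% = plate median of compound wells and 100% = S159A mutant with DMSO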
#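 Assay system: Wild-type mouse ABHD4 protein | Medium: HEPES pH 7.0 buffer, 150 mM NaCl, 0.01% Pluronic F-127 | Incubation: Enzyme–compound pre-incubation 45 min, then probe 60 min, both 25 °C | Technique: Fluorescence polarization with parallel and perpendicular emission, 525/598 nm | Evaluation: % inhibition of FP-Rh probe binding versus controls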
# Tn7 DDE FP: inhibitors of Tn7 peptide binding to human fibrin DD(E) | actives 0.13% (n = 370,000) | P02675 | FP displacement of FITC-Tn7 peptide from fibrin DD(E); 0% = median of compound wells per plate | inhibition, % at 8.3 µM;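 active = inhibition above the mean of compounds falling within the control limits plus 3 SD of them, cut at about 14% in these data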;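 note: 0% = plate median of compound wells and 100% = 10 µM Aha-Tn7 peptide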
#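 Test system: human clot-derived fibrin DD(E) complex / Quantity: 2 µM final DD(E) protein / Incubation: 10 min plus 3 h, room temperature / Measured by: fluorescence polarization / Benchmarks: high control of 10 µM Aha-Tn7 peptide / Replicates: singlicate testing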
# TDP2 inh: TDP2 (human) inhibition, absorbance primary screen; inhibition, % at 12.8 µM; recombinant TDP2, T5PNP hydrolysis, p-nitrophenol absorbance 415 nm; O95551; actives 0.34% (n = 370,000);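 active = inhibition above the mean of all tested compounds plus 3 SD, set per campaign, cut at about 25% in these data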;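 note: 0% = DMSO with enzyme and 100% = buffer with substrate but no TDP2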
#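 test system = human TDP2 enzyme | input = TDP2 enzyme at 120 nM final | medium = 50 mM Tris-HCl pH 7.5 with Mg2+, KCl, DTT, BSA | also added = T5PNP substrate, 5 mM | times = 2 h at 37 °C | technique = epi absorbance | benchmarks = high control without enzyme, low control DMSO plus TDP2 | replication = each compound tested once, singlicate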
# PRMT1 FP inh: PRMT1 (human) inhibition, primary screen; recombinant PRMT1, activity-based probe fluorescence polarization; inhibition, % at 2.79 µM; actives 1.3% (n = 370,000); AID 652257;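 active = inhibition above about 21% made by adding two undisclosed values, limit read from the data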
# Target sequence (Q99873 whole entry, looked up): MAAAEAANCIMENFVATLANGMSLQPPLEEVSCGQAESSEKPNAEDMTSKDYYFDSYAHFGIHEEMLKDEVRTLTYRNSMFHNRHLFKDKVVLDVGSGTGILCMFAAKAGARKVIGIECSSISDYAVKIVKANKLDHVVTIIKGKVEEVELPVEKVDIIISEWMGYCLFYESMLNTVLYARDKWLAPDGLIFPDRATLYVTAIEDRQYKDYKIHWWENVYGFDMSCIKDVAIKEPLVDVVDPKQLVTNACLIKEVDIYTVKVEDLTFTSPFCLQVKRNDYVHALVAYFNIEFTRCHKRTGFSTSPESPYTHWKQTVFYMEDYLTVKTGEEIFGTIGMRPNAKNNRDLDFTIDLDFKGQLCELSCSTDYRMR
# HTRA1 inhibitor: blocks human HTRA1 serine peptidase | Q92743 | recombinant HTRA1, FP-rhodamine activity-based probe, fluorescence polarization | inhibition, % at 5.96 µM | actives 0.5% (n = 340,000); in the data active = inhibition above about 36%;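 note: 0% = enzyme with DMSO and 100% = wells lacking enzyme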
# Target sequence (Q92743 whole entry, looked up): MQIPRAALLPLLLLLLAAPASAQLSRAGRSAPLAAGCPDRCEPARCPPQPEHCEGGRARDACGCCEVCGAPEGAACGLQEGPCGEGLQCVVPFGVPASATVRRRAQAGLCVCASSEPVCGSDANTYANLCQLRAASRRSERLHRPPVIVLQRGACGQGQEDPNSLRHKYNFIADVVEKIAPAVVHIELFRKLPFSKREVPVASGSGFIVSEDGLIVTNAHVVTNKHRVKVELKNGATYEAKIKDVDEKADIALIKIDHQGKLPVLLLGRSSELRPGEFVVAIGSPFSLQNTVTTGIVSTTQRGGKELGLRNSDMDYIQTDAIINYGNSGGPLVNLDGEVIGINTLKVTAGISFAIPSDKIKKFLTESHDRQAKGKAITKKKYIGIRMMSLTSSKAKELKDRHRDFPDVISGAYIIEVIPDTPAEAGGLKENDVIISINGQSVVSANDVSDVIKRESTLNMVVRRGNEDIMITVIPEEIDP
# LEDGF integ inh: blocks HIV-1 LEDGF/p75-dependent DNA integration | TR-FRET IN-LEDGF/p75 DNA integration, Eu/Cy5 | actives 0.64% (n = 370,000) | AID 743269 | inhibition, % at 3.7 µM;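 active = inhibition above the screen-wide mean plus 3 SD, cut at about 13% in these data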;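 note: signal is the Cy5 over europium emission ratio at 671 and 618 nm; 0% = plate median of compound wells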
# UHRF1 binding: blocks human UHRF1 binding to methylated DNA; Q96T88; UHRF1 binding to methylated oligo, TR-FRET; inhibition, % at 4.4 µM; actives 0.75% (n = 370,000); in the data active = inhibition above about 21%;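 note: UHRF1 SRA domain binding a hemimethylated CpG hairpin DNA probe; 0% = median of test compound wells and 100% = reference inhibitor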
# PG9 Ab binder: binds the HIV-1 gp120 antibody PG9; TR-FRET gp120-PG9 antibody binding; inhibition, % at 6.7 µM; actives 0.43% (n = 360,000); AID 624416; in the data active = inhibition above about 8.5%
# SIAE primary: inhibitors of human sialic acid acetylesterase SIAE; Q9HAT2; SIAE FP-Rh probe binding, fluorescence polarization; inhibition, % at 9.66 µM; actives 0.69% (n = 370,000); AID 1053197;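 active = inhibition above a cutoff: mean of compounds within the control limits plus 3 SD of those, cut at about 17% in these data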;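 note: 0% = plate median of compound wells and 100% = probe without SIAE protein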
# TCR CD3 inh: human TCR-CD3 binding inhibition; TAMRA-labeled TCR probe fluorescence, biochemical; inhibition, % at 9.4 µM; actives 0.37% (n = 360,000); in the data active = inhibition above about 19%;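 note: recombinant mutant TCR 2C K166C tagged with TAMRA read by polarization; 0% = receptor in buffer alone and 100% = receptor with positive control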
# * marks the source's active call; other numbers are inactive results; x = not tested or not shown.
SMILES,mABHD4 FP,Tn7 DDE FP,TDP2 inh,PRMT1 FP inh,HTRA1 inhibitor,LEDGF integ inh,UHRF1 binding,PG9 Ab binder,SIAE primary,TCR CD3 inh
CCn1c2ccccc2c2cc(NC(=O)c3ccc(=O)oc3)ccc21,28,4,10,13,x,-4,-6,-2.1,-3,-12
N#Cc1ccc(C(C(=O)NCc2ccccc2)n2c(=O)c(-c3ccco3)nc3ccccc32)cc1 (centres undefined),-15,8,0,21,x,1,2,0.0,-3,-7
Cc1cccnc1Nc1nc(-c2ccc(O)cc2)cs1,-7,2,-1,-3,-3,2,-5,-1.5,1,4
COCCNC(=S)N(CCc1c(C)[nH]c2ccc(OC)cc12)Cc1cccnc1,1,-2,-2,0,10,-2,-2,-1.9,7,5
c1csc(CNc2ncnc3ccc(-c4ccc5c(c4)OCCO5)cc23)c1,-32,2,1,-5,-74,3,-2,-0.3,-43,6
Cc1nc(SCC(=O)NC(C)(C)C)c2c(-c3cccs3)csc2n1,-8,2,12,-2,-10,0,-1,-1.1,-3,0
COCCNC(=O)C1(C)CCCN(Cc2cc(C)ccc2C)C1 (centres undefined),2,-2,-6,-2,x,3,2,1.3,-1,-1
CC[n+]1c(C)n(C)c2cc(S(=O)(=O)N(C)C)ccc21,-3,-17,1,0,2,2,0,-4.2,6,-2
CNC(=S)N/N=C/c1c2ccccc2c(Cl)c2ccccc12,-2,5,8,-1,-23,2,-5,-1.6,7,3
O=C(O)COc1ccccc1/C=N/NC(=O)CSc1nc2ccccc2c(=O)n1-c1ccccc1,-2,2,-9,6,-13,-4,6,0.6,-2,-3
COc1cc(/C=C2\COC/C(=C\c3ccc(O)c(OC)c3)C2=O)ccc1O,11,-1,2,5,8,6,-7,-7.2,-10,-7
Cc1nn(-c2ccccc2)c(-n2cccc2)c1C(=O)O,4,-1,2,1,7,3,2,1.4,-4,5
Cn1c(SCC(=O)N(C2CCCCC2)C2CCCCC2)nnc1-c1cccs1,-2,-1,-3,-1,-9,-3,3,0.2,0,6
CCO[C@@H]1OC(C(N)=O)=C[C@H](c2ccc(Br)cc2)[C@H]1CCCO,2,1,-7,-1,7,-2,2,0.9,3,6
S=c1[nH]nc(-c2cccc(Cl)c2)n1Cc1ccccc1,2,-3,5,1,0,-1,-2,-2.5,1,1
CCOc1ccc(NC(=O)CCN2C(=S)NC(C)(C)CC2C)cc1 (centres undefined),-7,-9,-5,-2,5,9,-1,0.7,0,3
C[C@@H]1ON(C)[C@H]2C[C@H]3c4[nH]c5c(-c6ccc(C(F)(F)F)cc6)cccc5c4CCN3C(=O)[C@@H]12,30*,2,-17,-3,x,6,1,-2.7,-7,1
Cc1cc(NC(=O)c2ccco2)ccc1NC(=O)Cc1cccs1,-7,-1,1,-1,3,0,-1,0.0,2,2
O=C(Nc1ccc(-c2nc3ccccc3[nH]2)cc1)c1ccc2c(c1)OCO2,-23,-4,-21,-3,-8,-38,6,3.8,-19,2
NC(=O)C1CCN(c2nc(-c3ccc(OCc4ccccc4)cc3)cs2)CC1,-12,1,-14,5,x,-2,6,x,4,x
O=C(CSc1nnc(-c2ccc(Cl)cc2Cl)n1C1CCCCC1)N1CCCC1,-2,-4,-11,-2,-8,1,8,-0.5,-1,-7
CCN(CC)CCC(=O)N1c2ccccc2CCc2ccc(NC(=O)OC(C)C)cc21,-1,-9,4,-3,4,-1,-3,-0.7,0,-2
CCOC(=O)c1c(NC(=O)CSc2nnnn2-c2ccc3c(c2)OCO3)sc(C)c1C,-5,1,-2,1,0,3,-1,-0.7,4,-3
C/C(=N/NC(=O)c1ccc(NC(=O)c2ccc(F)cc2)cc1)c1ccccc1,2,7,1,2,-15,1,16,0.2,-6,-4
OC[C@@H]1[C@@H](c2ccccc2)C(c2ccccc2)=NN1c1ccccc1,8,1,-9,0,14,5,1,5.2,1,0
CCN1C(=O)[C@H]2[C@@H](c3ccc(C)cc3)N3C(=O)N(c4cccc(C)c4)C(=O)[C@@]3(Cc3ccccc3)[C@H]2C1=O,-1,-5,7,2,-22,-3,-3,-0.3,-4,4
COc1ccc(CCNC(=O)C2CCCN(S(=O)(=O)N3CCCCCC3)C2)cc1OC (centres undefined),-5,6,9,0,-1,2,0,-0.8,4,11
COc1ccccc1NC(=O)c1ccc(NC(=O)CSc2nnnn2C)cc1,4,1,13,0,-12,-3,-2,-0.5,0,3
O=C(NC12CC3CC(CC(C3)C1)C2)c1ccc(Br)o1,-6,-5,0,-2,-5,-3,-2,-1.1,-1,1
CCCC(O)(CCC)C(=O)NN(C(=O)CCl)c1ccccc1,0,-6,-11,-3,6,3,5,2.5,-2,-3
CCOC(=O)C1CCN(C(=O)c2cc3c(OC)c(OC)c(OC)cc3[nH]2)CC1,-12,6,-7,-2,2,8,5,0.7,7,-6
COc1ccc(NCc2nnc(SCC(=O)Nc3cc(C(F)(F)F)ccc3Cl)o2)cc1,1,-3,0,5,-2,0,0,0.4,11,-3
Cc1ccc(OCCNC(=O)c2cccc(Oc3ccc(C(F)(F)F)cc3[N+](=O)[O-])c2)cc1,-9,-1,2,2,-10,-1,0,-1.4,1,2
O=C(O)c1cc(NC(=O)c2ccccc2F)cc(NC(=O)c2ccccc2F)c1,-3,4,5,2,6,-4,-1,-0.4,-4,-5
CCOC(=O)c1c(NC(C)=O)sc(/C(C)=N/Nc2ccc(C(=O)O)cc2)c1C,-9,5,0,13,3,-3,1,-2.9,-5,-2
COc1ccc(OC)c(S(=O)(=O)N2CCCCC2C(=O)N2CCN(c3ccc(F)cc3)CC2)c1 (centres undefined),4,-1,0,6,x,1,-2,x,2,x
CCc1nc2c(OCc3ccccc3C(=O)OC)cccn2c1N(C)C(=O)c1ccncc1,3,5,6,4,x,0,0,0.2,5,-5
CCN(C(=O)C(C)N1C(=O)/C(=C/c2cccs2)SC1=S)C1CCS(=O)(=O)C1 (centres undefined),1,5,-17,7,2,-12,1,-3.4,-2,-6
Cc1cccc(NC(=O)c2c(O)c3ccccc3[nH]c2=O)c1,-3,-3,-9,4,0,-7,2,-2.2,2,-7
Cc1ccc(OCC(=O)Nc2ccc(S(=O)(=O)Nc3ccccn3)cc2)cc1,0,2,1,-1,-9,1,1,3.6,-3,8

# One compound at a time (already shown). Screens in order: mABHD4 FP | Tn7 DDE FP | TDP2 inh | PRMT1 FP inh | HTRA1 inhibitor | LEDGF integ inh | UHRF1 binding | PG9 Ab binder | SIAE primary | TCR CD3 inh
# COc1ccc(NCc2nnc(SCC(=O)Nc3cc(C(F)(F)F)ccc3Cl)o2)cc1 reads 1 | -3 | 0 | 5 | -2 | 0 | 0 | 0.4 | 11 | -3
# CCc1nc2c(OCc3ccccc3C(=O)OC)cccn2c1N(C)C(=O)c1ccncc1 reads 3 | 5 | 6 | 4 | x | 0 | 0 | 0.2 | 5 | -5
# Cc1ccc(OCC(=O)Nc2ccc(S(=O)(=O)Nc3ccccn3)cc2)cc1 reads 0 | 2 | 1 | -1 | -9 | 1 | 1 | 3.6 | -3 | 8

# The list goes on.
SMILES,mABHD4 FP,Tn7 DDE FP,TDP2 inh,PRMT1 FP inh,HTRA1 inhibitor,LEDGF integ inh,UHRF1 binding,PG9 Ab binder,SIAE primary,TCR CD3 inh
CNC(=O)NC(=O)COC(=O)/C=C/c1cccc(Br)c1,3,7,-5,-1,5,-2,-1,-0.2,2,9
COc1ccc(CN2CCC(c3nc4ccc(Cl)cc4[nH]3)CC2)cc1,5,1,13,2,-2,4,0,0.6,0,1
CN(Cc1ccc(F)cc1)Cc1nc(-c2ccccc2)no1,4,5,12,-2,-3,-1,0,-0.6,-2,-1
CCCNC(=O)c1cc(C2CCCN(C(=O)c3ccc4c(c3)CCO4)C2)on1 (centres undefined),7,5,15,1,x,-3,-2,-0.1,-6,3
CCCc1cc(=O)n2nc(N3CCC(C(=O)Nc4cccc(C(C)=O)c4)CC3)sc2n1,5,-2,1,1,1,3,2,-0.8,-8,5
O=c1c(Br)ccc(Br)cc1Br,12,3,4,62*,12,15*,-1,-0.2,4,-1
CSc1ncc(CN2CCN(C3CCN(C(C)C)CC3)C(CCO)C2)cn1 (centres undefined),-1,-5,2,1,5,3,-2,-0.9,2,2
CC1(c2ccccc2Cl)NC(=O)N(CC(=O)N2CCc3ccccc3C2)C1=O (centres undefined),3,5,-2,0,-1,-4,0,-0.7,1,5
CCC(C)N(c1nc(C)nc2c1nnn2Cc1ccccc1)C(C)CC (centres undefined),-3,-7,2,-3,x,4,-3,x,2,x
CN(Cc1cccnc1)C(=O)c1cc(COc2ccc3c(c2)CCCC3)on1,-4,5,-5,2,-4,-2,0,-0.4,-14,5
Cc1cc(C(=O)COC(=O)/C=C/c2cccc(F)c2)c(C)n1C,2,-1,14,-1,0,-2,-2,-0.8,4,-1
Cc1cc(C)n(-c2nc3c(c(=O)[nH]c(=O)n3C)n2Cc2ccccc2)n1,1,-1,-13,-3,2,-9,3,2.4,-1,6
FC(F)(F)c1ccc(Cl)c(Nc2nnc(-c3ccncc3)s2)c1,0,-4,2,-3,x,-2,-2,-2.0,2,1
CCC(C)NC(=O)/C=C1\Sc2ccccc2NC1=O (centres undefined),5,-3,-4,-1,-3,-2,-4,-1.2,0,6
FC(F)(Cl)c1nnc2ccc(Cl)nn12,2,2,-7,2,4,-4,-1,0.2,-5,-7
O=C(O)c1ccc(CNS(=O)(=O)c2ccc3ccccc3c2)cc1,3,2,2,5,-5,-2,1,2.6,5,-2
O=C(CN1C(=O)C(=O)N(Cc2ccccc2)C1=O)Nc1ccc(F)c(Cl)c1,-2,-7,7,0,1,3,1,-0.8,-10,2
CCc1nnc(NC(=O)c2cccc(S(=O)(=O)N3CCN(C)CC3)c2)s1,2,-2,-1,0,19,-3,2,-0.9,5,-2
Cc1ccc(C)c(NS(=O)(=O)c2cc(C(=O)Nc3ccccc3-c3ccccc3)ccc2Cl)c1,-48,3,3,-1,-65,1,-3,-0.5,-59,-10
CCn1c(SCC(=O)Nc2nonc2C)nnc1-c1ccco1,1,-2,1,0,-5,2,0,-0.1,2,2
Cc1ccc(S(=O)(=O)N2CCCCC2)cc1NC(=O)c1cccnc1,-6,0,-15,4,-1,-4,5,0.6,-3,2
COc1ccc(NS(=O)(=O)c2nnc(NC(=O)c3ccccc3F)s2)cc1,-1,0,5,4,-13,1,2,0.6,1,-4
O=C(CCCN1C(=O)NC2(CCCC2)C1=O)N1CCN(S(=O)(=O)c2ccccc2)CC1,-6,2,3,4,11,-6,1,1.2,4,-5
CN(CCCC(=O)Nc1ccccc1F)S(=O)(=O)c1ccc(F)cc1,0,5,-5,0,-5,-1,-2,0.8,-6,-3
Cc1cc(OCC(=O)N(C)C2CCCCC2)cc(C)c1Cl,-6,-3,-17,-6,-13,3,1,0.1,6,-2
COc1ccccc1C1OCC(C)(C)CO1,6,2,2,3,6,-2,16,-1.6,6,3

# Screening data deposited in PubChem BioAssay by The Scripps Research Institute Molecular Screening Center.
